Eya2 inh: Eya2 (human) phosphatase inhibition; O00167; recombinant Eya2, OMFP fluorescence dephosphorylation (OMFP is methylfluorescein phosphate); Potency, µM (series often up to 76.9 µM), for inactives: at the highest dose activity, negative = inhibition, hits mostly inhibitors; hit rate 0.006% among 330,000; AID 488837; also: potency is read from the fitted curve at half-maximal effect; % is scaled to controls: 0 for no effect and ±100 for the full control effect
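Eya2 (0.2 uM) preincubated 10 min at ambient with compound, then OMFP substrate added at 50 uM; 10 min reaction in 50 mM HEPES pH 7.5, 50 mM NaCl, 5 uM MgCl2, 0.05% BSA, 1 mM DTT. Fluorescence read at Ex 485/Em 525 nm.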
ELG1 genotox: inducers of genotoxicity in HEK293T ELG1-luciferase cells; HEK293T ELG1-luciferase reporter, luminescence, 16 h; AID 504466; Potency, µM (titrated, usually from 46 µM), for inactives: at the highest dose activity change, positive = activation, usual class: activators; hit rate 1.3% among 330,000; also: potency is read from the fitted curve at half-maximal effect; % of control where 0% means no effect; nearly all actives have a fitted effect of over 60% in size
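Cells (2,000/well) expressing the ELG1-luciferase fusion are dosed by pin tool and kept 16 hr at 37 °C, 5% CO2. Signal comes from ONE-Glo luciferase reagent after 30 min at room temperature.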
p53 reactivation: restores transcriptional activity of mutant p53; H1299 p53-A138V BP100-luciferase reporter, luminescence, 24 h; Potency, µM (titrated, usually from 92.2 µM), for the others: at the highest dose activity change, positive = activation, most hits filed as activators; hit rate 0.063% among 320,000; AID 504706; also: potency is read from the fitted curve at half-maximal effect; % of control where 0% means no effect; nearly all actives have a fitted effect of over 45% in size
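p53-null H1299 cells stably carrying temperature-sensitive p53-A138V and a BP100-luciferase reporter were pinned with compounds (4-point, 1:5 series) and held 24 hrs at 37 deg C. Luminescence was read 10 min after detection reagent.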
ASM inhibitor: inhibitors of human secretory acid sphingomyelinase. Potency, µM (highest dose often 57.5 µM), inactives show top-dose activity change, negative = inhibition, usual class: inhibitors. placental ASM, HMU-PC fluorogenic substrate, 60 min. hit rate 0.006% among 340,000; also: potency is read from the fitted curve at half-maximal effect
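Fluorogenic HMU-PC substrate (9 uM final) is turned over by placental ASM in 60 min at 37 C after a 10 min compound preincubation. Reaction ended by alkaline stop (pH 10), with fluorescence read at 386/447 nm.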
USP2a block: blocks human ubiquitin-specific protease USP2a | USP2 core, Ub-CHOP2 coupled fluorogenic reporter, 485/531 | Potency, µM (doses to about 38.3 µM), for the others: at the top dose activity change, negative = inhibition, hits mostly inhibitors | hit rate 0.01% among 330,000;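 also: potency is read from the fitted curve at half-maximal effect; plate controls were DMSO wells for no effect and full inhibition by NEM control for full effect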
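USP2 core (10nM final) preincubated 30min RT with compound in 20mM Tris-HCl pH 8.0, 2mM CaCl2, 2mM beta-mercaptoethanol, 0.05% CHAPS; 25nM Ub-CHOP2 plus 25nM reporter substrate added, fluorescence (Ex485/Em531) read after 60min.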
a7 integrin act: integrin-mediated muscular dystrophy alleviation activation. AID 624291. alpha7betagal myoblasts, beta-gal FDG fluorescence, 48 h. hit rate 0.064% among 350,000. Potency, µM (top dose mostly 38.3 µM), without a hit: at the top dose activation, usual class: activators;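 also: potency is read from the fitted curve at half-maximal effect; 100% = response of the positive control SU9516; nearly all actives have a fitted effect of over 60% in size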
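alpha7betagal+/- myoblasts (passage 13, 250/well) treated 48 h at 37C with compounds at 1:260 dilution of DMSO stock. Lysed, then beta-galactosidase activity read as FDG fluorescence (ex 480/em 540) after 30 min, with pre-read for autofluorescence.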
BRCA1 expr up: activators of BRCA1 expression. Potency, µM (titrated, usually from 46.1 µM), for inactives: top-dose activation, hits mostly activators. hit rate 1.1% among 380,000. MCF7-BRCA1-FFLuc reporter, luminescence, 48 h; response scale: scaled: vehicle 0%, 10 µM genistein 100%; also: potency is read from the fitted curve at half-maximal effect; nearly all actives have a fitted effect of over 80% in size; some results filed as inactive show a strong effect at the top dose
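48 h compound treatment of MCF7-BRCA1-FFLuc cells (phenol-red free MEM, 37 °C), then 15 min with luciferase substrate and luminescence imaging.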
B2AR arrestin: agonists driving beta-arrestin recruitment to human beta2-adrenergic receptor. hit rate 0.02% among 330,000. beta-arrestin recruitment to beta2AR, cell-based reporter. Potency, µM (doses to about 46.1 µM), for the others: at the highest dose activation, hits mostly activators;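 also: potency is read from the fitted curve at half-maximal effect; 0% = DMSO controls and full agonism = EC100 isoproterenol or metaproterenol; nearly all actives have a fitted effect of over 65% in size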
uPA surface inh: cell surface uPA generation inhibition. cell surface uPA generation assay, qHTS. Potency, µM (titrated, usually from 38.3 µM), for the others: at the highest dose activity change, negative = inhibition, usual class: inhibitors. hit rate 0.31% among 330,000. AID 540303; active = well fitted inhibition curve with a large enough effect; inconclusive = small, poorly fitted or top-dose-only effect; inactive = no such curve, though single readings can be large or run the other way; tested in mouse RAW 264.7 cells; also: potency is read from the fitted curve at half-maximal effect; % is scaled to controls: 0 for no effect and ±100 for the full control effect; nearly all actives have a fitted effect of over 55% in size
TRPV1 ag: agonists of human vanilloid receptor 1 (TRPV1). Q8NER1. TRPV1-expressing cells, Fluo-8 calcium influx, agonist mode. activation, % at 8.33 µM. hit rate 0.19% among 320,000; in the data active = activation above about 80%; inconclusive = between about 30% and that limit; also: 0% is about no effect
Target sequence (Q8NER1 whole entry, looked up): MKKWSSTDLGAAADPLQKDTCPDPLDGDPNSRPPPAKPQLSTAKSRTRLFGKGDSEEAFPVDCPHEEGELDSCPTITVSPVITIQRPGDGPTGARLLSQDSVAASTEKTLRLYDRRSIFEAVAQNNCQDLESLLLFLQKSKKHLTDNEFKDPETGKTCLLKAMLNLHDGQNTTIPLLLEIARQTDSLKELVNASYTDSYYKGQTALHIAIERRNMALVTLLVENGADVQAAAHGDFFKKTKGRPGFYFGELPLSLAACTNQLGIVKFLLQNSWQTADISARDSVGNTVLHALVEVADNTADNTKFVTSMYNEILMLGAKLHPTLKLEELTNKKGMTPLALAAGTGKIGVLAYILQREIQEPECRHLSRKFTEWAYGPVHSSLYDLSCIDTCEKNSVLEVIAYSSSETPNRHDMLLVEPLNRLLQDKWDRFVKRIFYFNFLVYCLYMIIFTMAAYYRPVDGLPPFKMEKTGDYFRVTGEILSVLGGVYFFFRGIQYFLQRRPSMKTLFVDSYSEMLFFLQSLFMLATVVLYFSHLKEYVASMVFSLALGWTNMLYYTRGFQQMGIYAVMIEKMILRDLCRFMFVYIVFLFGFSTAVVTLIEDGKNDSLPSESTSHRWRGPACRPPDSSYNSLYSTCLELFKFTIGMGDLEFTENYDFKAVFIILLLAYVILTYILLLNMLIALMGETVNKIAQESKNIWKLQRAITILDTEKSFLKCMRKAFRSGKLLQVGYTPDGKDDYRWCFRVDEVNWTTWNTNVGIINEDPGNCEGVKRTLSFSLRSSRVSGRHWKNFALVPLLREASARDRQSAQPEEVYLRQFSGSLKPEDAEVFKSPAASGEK
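Cells expressing TRPV1 were dye-loaded with Fluo-8 and read kinetically: 10 s baseline, 3 min after compound (agonist portion), then 2 min after EC20 capsaicin (allosteric enhancer portion). Calcium-bound dye fluorescence at 480/520 nm.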
PTAP TSG101 blk: blocks PTAP/TSG101 interaction to inhibit HIV-1 budding. Fluorescence polarization, FITC-PTAP peptide / Tsg101 binding. 340,000 tested, under 10 active. Potency, µM (highest dose often 115 µM), for inactives: top-dose activity change, negative = inhibition, most hits filed as inhibitors. Q99816; active = well fitted inhibition curve with a large enough effect in the main read-out, with a control signal flat, not every such curve was filed as active; inconclusive = small, poorly fitted or top-dose-only effect, or effect the other way, or a change in a side signal; inactive = no such curve, though single readings can be large or run the other way; also: potency is read from the fitted curve at half-maximal effect; % of control where 0% means no effect
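Fluorescence anisotropy tracks displacement of a FITC-tagged PTAP peptide (50 nM) from the Tsg101 binding domain (10 uM), following a 20 min room-temperature incubation at pH 7.5.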
* = called active by the depositor; ? = inconclusive; . = no result given; [ ] = dose if it differs, or a comment. Unless noted, calls follow the shape of the dose curve; as a rule, active = well fitted curve in the direction sought with a large enough effect; inconclusive = small, poorly fitted or top-dose-only effect, or another doubt; inactive = no such curve, though single readings can be large; an effect the other way counts as inactive or inconclusive. The order is random; any-hit rate near 2.6%.

Values run as follows: ASM inhibitor	Eya2 inh	p53 reactivation	TRPV1 ag	ELG1 genotox	a7 integrin act	BRCA1 expr up	uPA surface inh	PTAP TSG101 blk	USP2a block	B2AR arrestin
- CCCCC(=O)N1CCCC(C(=O)OCC)C1 (stereo not drawn)
 : -2%	-5%	-1%	2	1%	-7%	2%	0%	-2%	2%	0.1%
- O=C(Oc1cccc(NC2=NS(=O)(=O)c3ccccc32)c1)c1cccnc1
 : -1%	-1%	11%	0	-2%	-16%	-25%	-1%	-2%	-2%	0.1%
- Cc1cc(NC(=O)C(C)SCC(=O)OCC(=O)N(Cc2ccccc2)C(C)(C)C)no1 (stereo not drawn)
 : 2%	9%	-12%	11	-4%	10%	17%	1%	-1%	-6%	0.2%
- Cc1cccc(CSC2=NCCN2C(=O)c2ccco2)c1
 : 0%	-4%	-2%	9	-2%	9%	-4%	6%	0%	-1%	-0.5%
- Cc1ccnc(Sc2nc3c(c(=O)[nH]c(=O)n3C)n2CCCc2ccccc2)n1
 : -1%	-11%	1%	-1	0%	-1%	-6%	-3%	-9%	2%	1.0%
- O=C(NCCc1ccncc1)Nc1ccccc1Cl
 : 2%	18%	1%	6	-3%	1%	-7%	2%	-7%	0%	0.0%
- c1ccc(C2C3=C(CCCC3)Nc3ncnn32)cc1 (stereo not drawn)
 : 7%	2%	6%	0	-7%	28%	20%	2%	-1%	2%	-0.3%
- CN1CCN(C(=S)Nc2ccc(Oc3ccccc3)cc2)CC1
 : 4%	-2%	-2%	?	-1%	14%	-1%	4%	-4%	0%	-0.2%
- COC(=O)c1cc(C(=O)N(Cc2ccccc2)c2ccccn2)cc([N+](=O)[O-])c1
 : -1%	5%	-5%	13	-2%	0%	0%	-3%	2%	1%	-1.2%
- COc1cc2c(cc1OC)C(Nc1ccc(S(N)(=O)=O)cc1)=NC(C)(C)C2
 : .	4%	-9%	0	5%	-19%	-7%	-5%	0%	-1%	0.4%
- CN(C)S(=O)(=O)N(CC(=O)Nc1cccc(F)c1)c1ccccc1
 : 1%	-23%	-1%	-16	4%	-1%	5%	.	-3%	10%	0.1%
- Cc1cc(Cl)c(C)c(S(=O)(=O)N2CCN(CC(=O)N3CCOCC3)CC2)c1Cl
 : -1%	11%	-7%	?	10%	-17%	1%	-15%	-6%	2%	-0.1%
- Cc1cccc(C(=O)NCCNc2nc3cc(C)c(C)cc3cc2C)c1
 : -11%	-15%	-3%	17	-7%	-4%	-39%	-24%	-8%	2%	-0.2%
- CCCCn1c(-c2ccc(Br)cc2F)nc2c1c(=O)[nH]c(=O)n2CC(C)C
 : 7%	19%	-6%	22	-18%	-19%	-29%	-3%	-7%	-1%	-0.2%
- Cc1ccc(NC(=O)CCn2c(=S)oc3ccccc32)cc1F
 : 0%	2%	-4%	17	12%	26%	-15%	1%	2%	-2%	-0.9%
- CC(=O)C1CCN(Cc2ccccc2)CC1
 : -1%	-22%	-1%	21	3%	6%	32%	-2%	0%	2%	-0.1%
- COc1cccc(C(=O)NCCCc2ccccc2)c1OC
 : -5%	.	.	.	.	33%	71%	-1%	2%	.	.
- CCCN(CCC)CCNC(=O)C(NS(=O)(=O)c1ccc2c(c1)CCC(=O)N2)c1ccccc1 (stereo not drawn)
 : 2%	-9%	?	-4	3%	-25%[7.66 µM]	1%	.	-3%	1%	0.3%
- Cc1c(C(=O)N2CCNCC2)oc2ccccc12
 : 3%	-15%	1%	0	-1%	24%	4%	3%	-2%	4%	-0.3%
- CSc1ccc(/C=N/NC(=O)c2cccs2)cc1
 : 3%	3%	?	?	?	24%	?	-5%	3%	-1%	-0.3%
- Cc1cccc2c(N=O)c(O)n(CCc3ccccc3)c12
 : -12%	-21%	-2%	8	-8%	-22%	-45%	4%	-5%	0%	3.0%
- Cc1ccc2c(c1)C1CN(C)CCC1N2CC(=O)N(C)c1ccccc1 (stereo not drawn)
 : -2%	-6%[15.4 µM]	0%	1	-1%	-12%	-19%	0%	-7%	1%	-1.1%
- CC1(C(=O)N2CC3(CC(c4cccc(NC(=O)CC(c5ccccc5)c5ccccc5)c4)=NO3)C[C@@H]2C(N)=O)CC1 (stereo partly drawn)
 : -9%	-16%	-1%	-2	-5%	-8%	-2%	8%	-4%	0%	-0.4%
- O=C(c1ccccc1)c1c[nH]c(C(=O)NCCCN2CCOCC2)c1
 : 1%	9%	1%	3	2%	9%	4%[1.84 µM]	-1%	-2%	7%	-0.6%
- O=C(NCCN1CCOCC1)C12CC3CC(C1)CC(c1ccccc1)(C3)C2
 : 8%	6%	-3%	3	-2%	?	-20%	4%	-1%	3%	0.2%
- CC(=O)Nc1ccc(NC(=O)c2ccc(COc3ccccc3Br)o2)cc1
 : -2%	16%	-1%	0	3%	11%	17%	-9%	-8%	5%	0.1%
- Cc1ccc(C(=O)Oc2coc(CSc3nnc(NC(=O)c4cccs4)s3)cc2=O)cc1
 : 3%	7%	5%	0	0%	9%	1%	-6%	-7%	?	-0.7%
- CCC(Oc1ccccc1)C(=O)Nc1ccc(S(=O)(=O)NCC2CCCO2)cc1 (stereo not drawn)
 : 1%	-5%	-2%	15	-9%	-3%	-23%	6%	-6%	-6%	0.4%
- CN(C)S(=O)(=O)c1cc(NC(=O)Cn2ccsc2=N)ccc1Cl
 : 0%	-20%	3%	2	1%	-21%	-17%	2%	-1%	1%	-0.2%
- COc1ccc(C(c2nnnn2C(C)(C)C)N2CCN(C(=O)c3ccco3)CC2)cc1 (stereo not drawn)
 : 7%	10%	2%	-4	-10%	-18%	-22%	3%	-2%	-12%	-0.1%
- Nc1c(N2CCCC2)c2ccccc2oc1=O
 : -2%	6%	5%	-2	5%	8%	3%	-4%	0%	7%	-0.7%
- CCCCN1CCC(COC(=O)c2cc(Cl)c(N)c3c2OCCO3)CC1
 : 1%	-6%	20%	-2	-1%	.	6%	-9%	2%	2%	-0.1%
- CCOc1ccc(C(=O)Nc2ccc(NC(=O)c3cccs3)cc2)cc1[N+](=O)[O-]
 : 4%	-2%	-12%	1	15%	19%	19%	4%	1%	5%	-0.1%
- COC(=O)COn1c(SCC(=O)OC)nc2ccccc2c1=O
 : 9%	-1%	0%	?	3%	32%	-2%	-3%	-10%	0%	-0.1%
- CSCC[C@H](NC(=O)N1CCn2c1nc1ccccc12)C(=O)N[C@H](Cc1ccccc1)C(=O)O
 : 4%	-6%	.	2	3%	-6%	-6%	-10%	-4%	-1%	0.2%
- CSCCC(NC(=O)COc1ccccc1)C(=O)OCc1ccc([N+](=O)[O-])cc1 (stereo not drawn)
 : 4%	-14%	5%	28	-8%	2%	1%	12%	0%	-1%	0.1%
- O=C(Cn1cc(-c2nnnn2-c2ccc(Cl)cc2)c(=O)c2ccccc21)c1ccccc1
 : ?	5%	9%	2	-4%	-25%	-26%	5%	0%	-1%	?
- COC(=O)c1ccc(S(=O)(=O)N2Cc3ccccc3C2)cc1
 : -4%	15%	1%	0	1%	-7%	53%	-1%	-2%	-1%	-0.3%
- COc1cc(C(=O)COC(=O)c2c(C)noc2C)cc(OC)c1OC
 : -1%	3%	-6%	.	2%	14%	3%	?	-7%	2%	-0.1%
- COc1ccc(-c2nnnn2C(C)C)cc1
 : 1%	5%	-1%	-2	-1%	-1%	-3%	-1%	-1%	0%	0.0%
- CCCCCNC(=O)c1ccc2c(=O)n(CCCOCC)c(=S)[nH]c2c1
 : -2%	-2%	-3%	7	-20%	20%	3%	1%	-2%	0%	-0.1%
- CCOCCCNC(=O)CN1C(=O)COc2ccc(S(=O)(=O)N3CC(C)CC(C)C3)cc21 (stereo not drawn)
 : -1%	-5%	-2%	2	4%	-3%	-10%	-7%	0%	0%	0.3%
- Cc1nc2ccccc2c2oc(C(=O)NCc3ccc4c(c3)OCO4)cc12
 : -8%	8%	1%	17	-8%	-21%	-46%	-18%	-7%	-8%	0.3%
- CCC(=O)N1CC23C=CC(CC2CC12CCCCC2)O3 (stereo not drawn)
 : 0%	7%	0%	-3	2%	51%	0%	1%	-5%	0%	-0.7%
- O=C(CN1CCCC1)Nc1ccc(Br)cc1[N+](=O)[O-]
 : -4%	3%	21%	-7	14%	-3%	96%	7%	-5%	2%	-0.9%
- Cc1nc(/N=C(\N)NC(=O)c2ccccc2)nc2ccccc12
 : -9%	-4%	7%	24	5%	-28%	7%	.	-3%	1%	0.0%
- Cc1ccccc1C1=N/C(=C/c2cccnc2)C(=O)O1
 : 1%	?	0%	0	-2%	3%	-9%	-2%	-1%	13%	-0.2%
